# Bioassay records from PubChem.
# SMARCA2 act: SMARCA2 function activation, primary screen. activation, % at 9.1 µM. 370,000 compounds, 1% hits. MG213 cells, MMTV-luciferase reporter, dexamethasone, overnight; in the data active = activation above about 7.8%;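 also: 0% = vehicle wells and 100% = reference activator wells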
# DAX1 inh-1: inhibitors of human orphan nuclear receptor DAX1 (NR0B1); P51843; HEK293 Gal4-DAX1 luciferase reporter, luminescence; inhibition, % at 6.75 µM; 340,000 compounds, 0.99% hits; AID 504766;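 active = inhibition above the mean over all tested compounds plus 3 SD, cut at about 4.2% in these data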;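 also: 0% = DAX1-transfected cells with DMSO and 100% = empty-vector control cells with DMSO; inhibition shows as a rise in luminescence from relieved DAX1 repression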
# hcDAF-12 act: activators of H. contortus DAF-12 nuclear receptor | HEK293 hcDAF-12 lit1-tk-luc reporter, luminescence; 0% DMSO, 100% Δ7-dafachronic acid | activation, % at 6.8 µM | 370,000 compounds, 1.4% hits | AID 652067;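 active = activation above the mean of all tested compounds plus 3 SD, cut at about 5.5% in these data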;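 also: 100% = response to 3 µM Δ7-dafachronic acid high control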
# hgDAF-12 ag: activates the H. glycines DAF-12 receptor ligand-binding domain; HEK293 GAL4-hgDAF12 UAS-luciferase reporter, agonist luminescence; normalized to butyrate control; activation, % at 6.8 µM; 370,000 compounds, 1.8% hits;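 active = activation above a cutoff set at the mean of all screened compounds plus 3 SD, cut at about 10% in these data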;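 also: 0% = DMSO wells and 100% = sodium butyrate wells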
# PLCb3 inh: blocks human PLC-beta3 enzyme activity | Q01970 | Purified PLC-beta3, fluorogenic substrate, fluorescence | inhibition, % at 12.2 µM | 370,000 compounds, 0.18% hits; in the data active = inhibition above about 11%;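 also: 0% = median of compound wells on plate and 100% = full blocker control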
# MBD2 inh: blocks human MBD2 binding to methylated DNA. inhibition, % at 4.4 µM. AID 686964. TR-FRET, MBD2 binding to methylated oligonucleotide. Q9UBB5. 370,000 compounds, 0.31% hits; in the data active = inhibition above about 13%
# Target sequence (Q9UBB5 whole entry, looked up): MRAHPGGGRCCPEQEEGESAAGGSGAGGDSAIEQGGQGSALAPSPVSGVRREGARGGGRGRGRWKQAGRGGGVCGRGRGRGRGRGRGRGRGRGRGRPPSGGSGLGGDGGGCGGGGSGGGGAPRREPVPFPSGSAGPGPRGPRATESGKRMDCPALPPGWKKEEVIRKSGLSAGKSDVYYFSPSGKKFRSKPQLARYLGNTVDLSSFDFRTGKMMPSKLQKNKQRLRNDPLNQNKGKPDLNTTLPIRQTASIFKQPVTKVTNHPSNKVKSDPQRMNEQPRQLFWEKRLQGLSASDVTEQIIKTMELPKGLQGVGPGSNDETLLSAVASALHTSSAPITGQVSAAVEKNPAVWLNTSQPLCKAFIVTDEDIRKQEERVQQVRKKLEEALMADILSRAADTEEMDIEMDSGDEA
# Rev-erbA mod: modulators of human Rev-erb alpha DNA binding; activity, % at 10 µM; 370,000 compounds, 0.79% hits; Rev-erbα–FITC-DNA binding, fluorescence polarization, 90 min; AID 1259318;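 active = activity above about 14%, limit read from the data; passing the limit was not always enough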;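 also: 0% = DMSO wells with 35 nM protein and 100% = DMSO wells with 750 nM protein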
# Target sequence (P20393 whole entry, looked up): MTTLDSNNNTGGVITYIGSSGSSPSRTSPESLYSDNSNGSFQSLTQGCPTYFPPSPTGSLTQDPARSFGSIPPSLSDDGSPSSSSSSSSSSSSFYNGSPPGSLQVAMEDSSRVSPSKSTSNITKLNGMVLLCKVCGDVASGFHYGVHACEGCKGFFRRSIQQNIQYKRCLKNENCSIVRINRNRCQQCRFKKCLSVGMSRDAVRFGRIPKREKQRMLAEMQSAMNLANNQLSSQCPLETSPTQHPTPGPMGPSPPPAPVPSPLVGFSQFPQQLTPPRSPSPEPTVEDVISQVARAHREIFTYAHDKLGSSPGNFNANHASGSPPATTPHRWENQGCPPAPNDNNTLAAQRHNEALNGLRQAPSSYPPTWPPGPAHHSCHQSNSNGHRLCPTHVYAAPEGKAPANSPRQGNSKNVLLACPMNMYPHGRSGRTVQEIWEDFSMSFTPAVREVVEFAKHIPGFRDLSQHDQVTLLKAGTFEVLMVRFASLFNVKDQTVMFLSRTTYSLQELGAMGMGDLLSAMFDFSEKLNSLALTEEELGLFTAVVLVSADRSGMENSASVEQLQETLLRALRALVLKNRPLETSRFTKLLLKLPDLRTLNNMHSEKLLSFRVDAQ
# DAX1 inh-2: DAX1 (NR0B1) inhibition, primary screen; HEK293T StAR-luciferase reporter, SF-1/DAX-1 repression relief; inhibition, % at 6.8 µM; 370,000 compounds, 1.1% hits; AID 652010;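 active = inhibition above the mean over all tested compounds plus 3 SD, cut at about 3.6% in these data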;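 also: 0% = DAX-1 cells with DMSO and 100% = cells lacking DAX-1 with DMSO; higher inhibition means more luminescence from relief of DAX-1 repression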
# PLC-gamma1 inh: inhibitors of human phospholipase C gamma1; P19174; purified PLC-gamma1, fluorogenic substrate, fluorescence; inhibition, % at 12.2 µM; 370,000 compounds, 0.84% hits; AID 720700; in the data active = inhibition above about 9.5%
# ADAM17 inh: ADAM17 inhibition, QFRET primary screen; inhibition, % at 6.95 µM; P78536; 370,000 compounds, 0.83% hits; recombinant ADAM17, EDANS/DABCYL FRET peptide cleavage;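 active = inhibition above the mean of compounds lying between control limits plus 3 SD, set per campaign, cut at about 8.5% in these data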;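 also: 0% = DMSO-only wells as the low control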
# ssDAF12 agonist: activates DAF-12 receptor from parasite S. stercoralis. 370,000 compounds, 1% hits. activation, % at 6.8 µM. HEK293 ssDAF-12/GRIP1 lit1-tk-luc reporter, luminescence; % of 3 µM dafachronic acid response;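 active = activation above the mean over all tested compounds plus 3 SD, cut at about 0.9% in these data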;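 also: 0% = DMSO-only wells and 100% = 3 µM delta7-dafachronic acid wells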
# * = called active by the depositor; i = inactive; / = no result given. Compounds as they come, and some 7.4% of all compounds hit somewhere here.
SMILES,SMARCA2 act,DAX1 inh-1,hcDAF-12 act,hgDAF-12 ag,PLCb3 inh,MBD2 inh,Rev-erbA mod,DAX1 inh-2,PLC-gamma1 inh,ADAM17 inh,ssDAF12 agonist
O=C(C1CCN(S(=O)(=O)c2cccc3cccnc23)CC1)N1CCN(c2ccccn2)CC1,-2,-1.4,-0.3,0.3,0,3,-1,-0.3,0,-6,-0.9
Cn1cnnc1SCC(=O)NC1CCCc2ccccc21 (stereo not drawn),3,0.0,1.2,-1.0,0,-7,0,0.3,1,3,-1.8
COc1cc(C(=O)Nc2ccc3c(c2)OCCO3)ccc1-n1cnnn1,-2,2.1,-1.3,-0.7,0,5,3,-1.1,3,-4,-0.9
O=C(NCC1CCN(Cc2ccccc2F)CC1)Nc1cccc(Br)c1,0,-0.3,-2.2,-5.4,1,1,1,-0.5,6,2,-1.4
COC(=O)c1c(-c2ccccc2)csc1NC1=NS(=O)(=O)c2ccccc21,5,1.9,2.0,9.8,2,1,31*,3.8*,1,4,0.4
CCCn1ccnc1SC(C)C(=O)Nc1c(C)n(C)n(-c2ccccc2)c1=O (stereo not drawn),0,-0.2,0.6,-2.2,-1,-2,0,0.9,0,-6,-1.0
COC(=O)C1=C(C)N(Cc2ccccc2C(F)(F)F)C(=NCc2ccccc2C(F)(F)F)NC1c1cccc(C(F)(F)F)c1 (stereo not drawn),-1,/,2.3,0.8,6,2,1,-0.4,-1,1,-1.0
CCOC(=O)c1c(NC(=O)C(=O)N/N=C/c2ccccc2OC)sc2c1CCCCC2,-1,1.3,-2.0,1.5,-7,3,9,0.2,-7,-6,-0.9
CCOc1ccc(CCNC(=O)COc2cc(=O)n(C)c3ccccc23)cc1OCC,-5,3.3,-0.8,-1.8,0,2,-2,0.6,2,-2,-0.9
C=CCN(CC=C)C(=S)NC(=O)c1ccc(OC)cc1,5,-0.6,2.9,2.0,0,0,0,-0.3,0,-1,-0.8
COc1ccccc1OCCCCN1CCN(c2ccccc2OC)CC1,0,-0.7,-0.4,5.8,3,2,0,-0.5,0,-3,-1.2
COc1ccc(OC)c(S(=O)(=O)CC(O)COc2ccccc2Cl)c1 (stereo not drawn),-2,-0.5,-1.9,0.4,-7,3,0,-0.5,2,-6,-1.5
O=C(Nc1nnc(C2CC2)s1)C1Cc2ccccc2CN1S(=O)(=O)c1ccccc1F (stereo not drawn),4,-0.1,0.8,4.6,0,-6,6,1.2,0,1,-0.8
CCOC(=O)COc1cccc2c(=O)n(CC(=O)NCc3ccc4c(c3)OCO4)ccc12,-2,-2.5,-0.9,2.5,2,-8,11,-3.3,1,7,-0.7
CCOc1ccc(NC(=O)CSc2ccc3nnc(-c4ccccn4)n3n2)cc1,-2,-0.5,-1.2,-0.8,-9,2,-7,-0.6,0,-5,-0.9

# Entries from the list above that contain four or more nitrogen atoms, in the order listed:
SMILES,SMARCA2 act,DAX1 inh-1,hcDAF-12 act,hgDAF-12 ag,PLCb3 inh,MBD2 inh,Rev-erbA mod,DAX1 inh-2,PLC-gamma1 inh,ADAM17 inh,ssDAF12 agonist
O=C(C1CCN(S(=O)(=O)c2cccc3cccnc23)CC1)N1CCN(c2ccccn2)CC1,-2,-1.4,-0.3,0.3,0,3,-1,-0.3,0,-6,-0.9
Cn1cnnc1SCC(=O)NC1CCCc2ccccc21 (stereo not drawn),3,0.0,1.2,-1.0,0,-7,0,0.3,1,3,-1.8
COc1cc(C(=O)Nc2ccc3c(c2)OCCO3)ccc1-n1cnnn1,-2,2.1,-1.3,-0.7,0,5,3,-1.1,3,-4,-0.9
CCCn1ccnc1SC(C)C(=O)Nc1c(C)n(C)n(-c2ccccc2)c1=O (stereo not drawn),0,-0.2,0.6,-2.2,-1,-2,0,0.9,0,-6,-1.0
O=C(Nc1nnc(C2CC2)s1)C1Cc2ccccc2CN1S(=O)(=O)c1ccccc1F (stereo not drawn),4,-0.1,0.8,4.6,0,-6,6,1.2,0,1,-0.8
CCOc1ccc(NC(=O)CSc2ccc3nnc(-c4ccccn4)n3n2)cc1,-2,-0.5,-1.2,-0.8,-9,2,-7,-0.6,0,-5,-0.9

# Additional compounds
SMILES,SMARCA2 act,DAX1 inh-1,hcDAF-12 act,hgDAF-12 ag,PLCb3 inh,MBD2 inh,Rev-erbA mod,DAX1 inh-2,PLC-gamma1 inh,ADAM17 inh,ssDAF12 agonist
Cc1ccc(-n2nnnc2SCC(=O)NNC(=O)c2ccco2)cc1C,-1,-0.3,-0.4,-2.8,3,-7,-5,-0.1,2,1,-1.5
Cc1ccc(Nc2ccc3nonc3c2[N+](=O)[O-])cc1,-3,-1.3,2.0,-2.8,-5,-1,-1,0.5,2,-3,-1.0
CNC(=O)Cc1csc2ccc(Cl)cc12,3,0.5,-0.7,1.9,1,3,4,0.8,0,-2,-1.2
N#Cc1ccc(/C=N/N=C(N)N)cc1,-2,0.9,0.2,1.6,1,3,1,-0.6,0,-2,-0.2
N#C[C@H]1C2OC2c2ccccc2N1C(=O)c1ccccc1 (stereo partly drawn),0,1.4,1.0,5.2,-44,1,0,1.2,-34,-15,-1.8
Cc1cccc(C)c1-n1nnnc1C1c2ccccc2C(=O)N1CCOc1ccccc1 (stereo not drawn),0,/,2.1,0.1,2,7,6,-0.6,1,-4,-0.3
O=C(/C=C/c1ccccc1)n1cnnc1SC/C=C/c1ccccc1,1,0.8,-1.7,-0.3,5,-4,1,0.9,1,3,-1.5
Oc1cccc(/C=N/N2CCCCC2)c1O,3,1.4,2.6,2.3,-2,-4,-1,0.6,0,2,-0.8
CC1(C)CC(=O)c2cc(OCC(=O)O)ccc2O1,-1,-0.1,-0.4,0.3,i,5,0,-0.4,i,-339,-2.1
CCOc1ccccc1NC(=O)c1cc(S(=O)(=O)N2CCOCC2)ccc1C,-2,-0.4,-0.3,-1.4,-4,5,2,0.6,5,-2,-0.9
CCc1noc(C)c1C(=O)NNC(=O)c1ccccc1Cl,2,-0.3,-0.3,3.8,-4,3,14,0.8,-2,-1,-0.6
O=c1[nH]c(-c2ccccc2)c(-c2ccccc2)nc1[N+](=O)[O-],0,-0.1,0.1,-1.1,-6,-1,-3,0.2,0,-1,-1.1
CCOC(=O)CSc1snnc1-c1ccccc1,1,-0.9,-1.9,-1.3,1,-6,-5,-0.6,3,0,-1.4
CCOC(=O)N1CCN(C(=O)CSc2nc3c([nH]c4ccccc43)c(=O)n2CCOC)CC1,-1,-0.5,2.4,-2.1,-6,-1,-4,-1.2,-1,-5,0.6
O=C(CCNS(=O)(=O)c1ccccc1C(F)(F)F)N1CCCCCCC1,-2,0.9,-1.8,0.3,4,-1,-3,-0.3,3,0,-0.2
COc1ccc(CN2C(=O)CN(S(C)(=O)=O)CC2(C)C(=O)NC(C)C)cc1OC (stereo not drawn),-5,/,-1.8,3.1,-4,5,-3,0.0,-1,-2,-1.1
COC(=O)c1ccc(Cn2nnc3c(=O)[nH]c(C4CCN(S(=O)(=O)c5cc(C)ccc5C)CC4)nc32)cc1,0,0.7,-0.3,-1.3,-5,4,0,-0.1,0,-1,-1.1
CCOc1ccc(CSC(=N)N)cc1[N+](=O)[O-],1,0.9,-1.8,2.3,3,-1,-1,1.2,1,-2,-0.9
CCc1cccc(NC(=O)CCc2nc3sc4c(c3c(=O)[nH]2)CCCC4)c1,-2,2.6,-0.1,1.9,-27,-7,4,1.4,-27,-8,-0.2
CCOc1ccc2nc(N3CCCC(C(=O)NCCCN4CCOCC4)C3)sc2c1 (stereo not drawn),2,0.7,4.2,4.2,1,-3,4,3.2,0,0,-0.9
Cc1cc(NC(=O)C2Oc3ccccc3OC2C)no1 (stereo not drawn),0,-0.7,7.0*,2.3,6,-1,0,0.5,2,5,0.1
CC(Cc1cccs1)NC(=O)Nc1cccc(Cl)c1 (stereo not drawn),1,1.4,-0.5,0.4,2,2,-3,0.1,0,0,-0.1
COc1ccc(/C=N/N2CCN(C3c4ccccc4-c4ccccc43)CC2)cc1OC,1,-0.7,-1.2,-1.1,1,0,3,0.3,-1,5,-1.1
Cc1ccc(S(=O)(=O)NCC(=O)OCC(=O)N2N=C(c3ccc(Cl)cc3)CC2c2ccco2)cc1C (stereo not drawn),-5,-0.6,1.1,-1.4,-1,0,-2,0.2,4,-3,-1.1
CCN(CC)C(=O)CN(C#N)c1nc(NC(C)C)nc(NC(C)C)n1,2,-0.8,-0.6,1.4,0,-2,-1,0.5,4,0,-0.8
CC(SCC(=O)Nc1ccc(S(=O)(=O)N2CCCCC2)cc1)C(=O)O (stereo not drawn),1,0.8,1.2,3.9,0,-5,-3,-0.6,-4,0,-0.9
OC(CSc1ccccc1Cl)CN1CCN(c2ccccc2F)CC1 (stereo not drawn),1,-0.2,-1.5,-0.4,2,-8,6,-0.8,2,2,-0.9
Cc1ccc(Nc2nc(-c3ccc(S(=O)(=O)N4CCOCC4)cc3)cs2)cc1Cl,-1,-0.5,-1.5,-1.2,-35,2,8,0.3,-28,-14,-1.7
NNC(=O)c1c[nH]c2ccc(OCc3ccccc3)cc12,-6,-1.0,-1.1,1.5,-9,-3,-3,-0.1,0,-1,-0.9
COCCN1C(=O)[C@H]2C[C@@]13O[C@H](c1ccc(C(F)(F)F)cc1)N=C3C[C@H](c1ccccc1)[C@H]2C,-4,/,-1.3,0.5,4,-2,-1,-0.1,-2,-2,-1.2
COc1cc(C)c(CNc2cc(C)cc(C)c2)cc1C,0,-1.7,0.1,-0.1,-13,0,6,-0.1,0,1,0.3
CC(C)CN(C(=O)CN(C)C(=O)Cc1ccc(Cl)cc1)c1c(N)n(CC(C)C)c(=O)[nH]c1=O,-1,-0.1,1.1,-1.1,-10,-5,-1,0.9,2,-5,-1.0
CCC(C)c1ccc(S(=O)(=O)N2CCN(C(=O)CN3C(=O)NC(C)(C4CC4)C3=O)CC2)cc1 (stereo not drawn),0,0.8,0.5,-2.2,3,0,-9,1.0,0,-3,-1.3
